# Screening results deposited in PubChem BioAssay by NMMLSC.
# QS inhibitor: blocks AIP-induced quorum sensing reporter in S. aureus. actives 0.3% (n = 24,000). inhibition, % at 2 µM. S. aureus RN6390 RNAIII-GFP reporter, flow cytometry 3 h;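 active = share of bacteria positive for the green fluorescent reporter and its mean brightness both inhibited by 50% or more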;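 note: 0% = AIP-stimulated control and 100% = unstimulated bacteria without AIP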
# QS inhibitor GFP MFI %: also measured in QS inhibitor; calls as there; inhibition, %; measured here: inhibition of GFP MFI
# Active calls of the source: *. The list is partial; count on the stated rates, not on these rows.
SMILES,QS inhibitor,QS inhibitor GFP MFI %
COc1cc(C2C(C#N)=C(N)OC3=C2C(=O)CC(C)(C)C3)ccc1OC(=O)N1CCOCC1 (stereo not drawn),-1,-2
O=C(NC1CCCC1)C(NS(=O)(=O)c1cccc2nsnc12)c1ccccc1 (stereo not drawn),0,0
Cc1cc(C)cc(N(CC(=O)N2CCn3c2nc2ccccc23)S(=O)(=O)c2c(C)noc2C)c1,21,26
CC(C)n1c(=S)[nH]c2c1c(=O)[nH]c(=O)n2C,1,10
CCOc1ccc2[nH]c(C)cc(=O)c2c1,1,10
COC(=O)c1c(C)[nH]c(C)c1-c1ccccc1,-8,-16
COc1ccc(OC)c(NC(=O)C2CCC(CNc3c(N4CCC(C)CC4)c(=O)c3=O)CC2)c1 (stereo not drawn),-3,-28
Cc1noc(C)c1S(=O)(=O)N1CCC(C(=O)NCCC2=CCCCC2)CC1,4,9
CCc1nnc(SCC(=O)N2CCCc3ccccc32)nc1CC,2,33
CCCCN(CC)S(=O)(=O)c1ccc(C(=O)Nc2nnc(-c3ccccc3Cl)o2)cc1,-3,-10
CCOC(=O)N1CCC(NC(=O)CC(NS(=O)(=O)c2ccc(Cl)cc2)c2ccco2)CC1 (stereo not drawn),1,3
Cc1ccccc1N1C(N)=NC(N)=NC1(C)C,-3,-20
Cc1ccc(C(=O)c2c(NC(=O)CSc3nnc(N)s3)sc3c2CCCC3)cc1,0,3
COc1ccc(OC)c(-c2cc(C(=O)Nc3cccc(Cl)c3)no2)c1,-11,-20
Clc1ccccc1-c1nnc2sc(-c3ccncc3)nn12,7,18
COc1cccc(C(=O)Nc2ccc(NC(=O)C(C)(C)C)cn2)c1,0,8
CCOC(=O)c1[nH]c(C)c(C)c1C,-1,-16
CCN(Cc1ccccc1)C(=O)Cn1c(=O)n(CC(=O)NCc2ccco2)c(=O)c2sccc21,-1,-13
CC(=O)O[C@H]1C(=O)[C@]2(C)[C@H]([C@H](OC(=O)c3ccccc3)[C@]3(O)C[C@H](OC(=O)[C@H](O)[C@@H](NC(=O)c4ccccc4)c4ccccc4)C(C)=C1C3(C)C)[C@]1(OC(C)=O)CO[C@@H]1C[C@@H]2O,2,11
O=C(CCN1CCN(c2ccccn2)CC1)Nc1ccc(F)cc1,-1,3
CC(C)(C)n1ncc2c(=O)n(CC(=O)N3CCN(c4ccccc4)CC3)cnc21,-3,-26
CC(C)NS(=O)(=O)c1ccc2c(c1)oc(=O)n2C,0,-11
Cc1ccc(NC(=O)N2CCCN(Cc3ccc(F)cc3)C2)cc1C,-2,-6
CCOC(=O)CNC(=O)CN1C(=O)CCSc2ccccc21,-5,-15
COCCNC(=O)c1ccc2c(=O)n(CCOC)c(=O)[nH]c2c1,-5,-6
CCCNC(=O)C1CCN(S(=O)(=O)c2ccc3nc4c(c(C(=O)O)c3c2)CCCCC4)CC1,0,2
O=C(CN1CCC(Cc2ccccc2)CC1)Nc1ccc2c(c1)OCCO2,-1,-4
CCOC(=O)CSc1nc2c(cnn2-c2ccc(C)cc2)c(=O)[nH]1,-2,-1
Cc1ccc(Cn2ncn3c(cc4ccccc43)c2=O)cc1,1,7
C=CCSc1nnc(-c2cc(Br)ccc2N)c(=O)[nH]1,0,7
O=C(Cn1c(=O)oc2cc(S(=O)(=O)N3CCCC3)ccc21)Nc1ccc(C(F)(F)F)cc1,-3,-8
CCC(Sc1nc2sc(C(=O)OC)c(C)c2c(=O)n1N)C(=O)NCC1CCCO1 (stereo not drawn),0,8
O=C(Cn1cc2c(n1)CCCC2)N1CCCC1,-3,-37
CC(=O)NCC12CC3CC(C1)CC(C(=O)O)(C3)C2,-1,11
Cn1c(=O)c2c(nc(NCc3ccco3)n2C/C=C/c2ccccc2)n(C)c1=O,-2,-3
COc1ccc(-n2nnc3c(SCC(=O)N4CCN(c5ccccc5)CC4)ncnc32)cc1,-3,-10
O=C(NCCCN1CCN(CCCNC(=O)c2ccc(F)cc2)CC1)c1ccc(F)cc1,0,3
O=C(NCc1ccco1)c1cc2sccc2n1Cc1ccccc1,-2,32
COc1cccc(Nc2cc(C)nc3nc(C)nn23)c1,0,4
O=C(Nc1ccc(F)cc1)N(CCCN1CCOCC1)Cc1cc2cc3c(cc2[nH]c1=O)OCO3,10,10
CCC(Sc1nc(=O)cc(N)n1-c1ccccc1)C(=O)Nc1ccc(Cl)cn1 (stereo not drawn),1,5
c1cncc(-c2nnc(SCc3cccc4ccccc34)o2)c1,-2,-16
O=c1c(-c2ccc(Br)cc2)coc2c(CN3CCOCC3)c(O)ccc12,-8,-37
CCN1CCCC1CNC(=O)c1ccc(CS(=O)(=O)c2ccccc2C)o1 (stereo not drawn),-5,-29
O=C1CCCC(O)=C1C=Nc1ccc2c(c1)oc1ccccc12,0,1
COc1ccc(NC(=O)CC2C(=O)N(c3cccc(OC)c3)C(=O)N2C2CCCCC2)cc1 (stereo not drawn),-1,6
C=CCn1c(COc2cccc(C)c2)nnc1SCC(=O)NC(=O)NCc1ccco1,-3,0
CC1CCCCN1c1nnc(N)s1 (stereo not drawn),-4,-34
CC1CCOC2(O1)C(=O)N(CN1CCN(c3ccccc3F)CC1)c1ccccc12 (stereo not drawn),-1,-5
COc1ccc2nc(Nc3ccc4c(c3)OCO4)sc2c1,3,10
Cc1ccnc(Nc2nc3ccccc3o2)n1,-3,-36
CCN(CC)CCCNC(=O)c1cc(-c2cccc(Cl)c2)on1,4,12
CCn1c(SCC(=O)Nc2sc3c(c2C(N)=O)CCC(C)C3)nnc1-c1ccco1 (stereo not drawn),-3,-5
Cc1ccc(N(CC(=O)Nc2ccc3c(c2)OCCO3)S(=O)(=O)c2c(C)n[nH]c2C)cc1,3,15
CN1CC(=O)N(CC(=O)NCCc2ccc(F)cc2)c2ccccc2C1=O,-3,-4
CSCCC(NC(=O)OC(C)(C)C)C(=O)NC(CC(C)C)C(N)=O (stereo not drawn),-1,13
O=C(C1CC1)N1CCc2cc(Br)cc(S(=O)(=O)N3CCOCC3)c21,-1,-2
COc1ccccc1C(=O)NCCn1ccc2ccccc21,2,5
COc1cc2c(cc1OC)C1=C(C#N)CC/C(=N\S(=O)(=O)c3ccccc3)N1CC2,-4,7
CC(=O)N1CCc2cc(S(=O)(=O)CCC(=O)N3CCN(c4ccccn4)CC3)ccc21,-1,-6

# 14 entries already listed, sorted by number of heavy atoms, descending.
SMILES,QS inhibitor,QS inhibitor GFP MFI %
O=C(Nc1ccc(F)cc1)N(CCCN1CCOCC1)Cc1cc2cc3c(cc2[nH]c1=O)OCO3,10,10
COc1ccc(NC(=O)CC2C(=O)N(c3cccc(OC)c3)C(=O)N2C2CCCCC2)cc1 (stereo not drawn),-1,6
Cc1ccc(N(CC(=O)Nc2ccc3c(c2)OCCO3)S(=O)(=O)c2c(C)n[nH]c2C)cc1,3,15
C=CCn1c(COc2cccc(C)c2)nnc1SCC(=O)NC(=O)NCc1ccco1,-3,0
COc1cc2c(cc1OC)C1=C(C#N)CC/C(=N\S(=O)(=O)c3ccccc3)N1CC2,-4,7
CCC(Sc1nc(=O)cc(N)n1-c1ccccc1)C(=O)Nc1ccc(Cl)cn1 (stereo not drawn),1,5
CN1CC(=O)N(CC(=O)NCCc2ccc(F)cc2)c2ccccc2C1=O,-3,-4
O=c1c(-c2ccc(Br)cc2)coc2c(CN3CCOCC3)c(O)ccc12,-8,-37
CSCCC(NC(=O)OC(C)(C)C)C(=O)NC(CC(C)C)C(N)=O (stereo not drawn),-1,13
O=C1CCCC(O)=C1C=Nc1ccc2c(c1)oc1ccccc12,0,1
COc1ccccc1C(=O)NCCn1ccc2ccccc21,2,5
COc1ccc2nc(Nc3ccc4c(c3)OCO4)sc2c1,3,10
Cc1ccnc(Nc2nc3ccccc3o2)n1,-3,-36
CC1CCCCN1c1nnc(N)s1 (stereo not drawn),-4,-34

# New compounds follow.
SMILES,QS inhibitor,QS inhibitor GFP MFI %
C=CCC1(O)C(=O)Nc2ccccc21 (stereo not drawn),-1,-3
NC(=O)CCS(=O)(=O)CCN1CCCCC1,-1,-9
COCCCNc1nc(=S)[nH]c2cc(OC)c(OC)cc12,-4,-9
CCC(CC)C1C(C#N)=C(N)Oc2n[nH]c(C)c21 (stereo not drawn),-3,-18
CC(C)CSc1nc2ccccc2n1CC(N)=O,0,1
CC1CC(C)CN(c2ncnc3c2cnn3-c2ccc(Cl)cc2)C1 (stereo not drawn),1,9
CCOC(=O)C1CCCN(C(=O)CCC(=O)Nc2ccc3nc(N4CCOCC4)cc(C)c3c2)C1 (stereo not drawn),-7,-18
CCC(CO)n1cnnc1-c1ccncc1 (stereo not drawn),-1,-2
O=C(CSc1nnnn1-c1ccc(Cl)cc1)NC(=O)Nc1ccc2c(c1)OCCO2,2,6
COc1ccc(-c2cc(C(F)(F)F)nc(N3CCOCC3)n2)cc1OC,3,6
CS(=O)(=O)N1CCCC(C(=O)NCCCN2CCN(Cc3ccccc3)CC2)C1 (stereo not drawn),2,5
COCCNc1nnc(SCC(=O)Nc2sc3c(c2C(=O)c2ccccc2)CCCC3)s1,0,0
COCCN(CCOC)C(=O)c1cc2c(=O)n3ccccc3nc2s1,-3,-12
CCN(CC)S(=O)(=O)c1ccc(S(=O)(=O)N2CCN(CCC#N)CC2)cc1,-3,-8
CCOc1ccc(NC2c3ccccc3C(=O)N2Cc2ccco2)cc1 (stereo not drawn),0,-5
O=C1OCc2cc(NC(=O)C3COc4ccccc4O3)ccc21 (stereo not drawn),0,-13
CC(=O)NCc1cccc(CNC(C)=O)n1,3,38
CCc1ccc(CNC(=O)CN2C(=O)COc3ccccc32)cc1,-1,2
COCCN1Cc2cccc(C(=O)NCc3ccccn3)c2C1=O,0,-4
CCOc1ccccc1NC(=O)CSc1ncnc2c1oc1ccccc12,31,48
Cc1ccc(C(c2sc3nc(C)nn3c2O)N2CCN(C(=O)c3ccco3)CC2)cc1 (stereo not drawn),0,6
CCOC(=O)c1cccnc1SCc1cc(=O)n2ccccc2n1,-1,-14
CCCCc1ccc(NC(=O)C2CCCO2)cc1 (stereo not drawn),0,9
N#CC1(c2ccccc2)CCC(=NO)CC1 (stereo not drawn),0,-6
CC(NO)C(C)(C)NO (stereo not drawn),0,6
COc1cccc(C(=O)Nc2cc(C)c3c(=O)oc4ccccc4c3n2)c1,5,29
Cc1ccccc1NC(=O)c1ccc(F)c(S(=O)(=O)N2CCN(c3ccccn3)CC2)c1,-2,-5
Cn1c(=O)cc(SCC(=O)N2CCCC2)c2ccc(Cl)cc21,-8,-24
C[C@H](CCC(=O)O)[C@H]1CC[C@H]2[C@@H]3C(=O)C[C@@H]4CC(=O)CC[C@]4(C)[C@H]3CC(=O)[C@]12C,-3,-10
COc1ccc(S(=O)(=O)Cc2ccc(C(=O)NC3CCCC3)o2)cc1,-6,-13
Cc1ccc(CNC(=O)c2cn(C3CCCC3)c(=O)c3c2c2ccccc2n3C)o1,1,15
Cc1ccc(CCNC(=O)C2CCCN(S(=O)(=O)c3c(C)nn(C)c3C)C2)cc1 (stereo not drawn),-1,-2
O=C(CN1C(=O)C2(OCCCO2)c2ccccc21)NCc1ccccc1,-2,-12
COc1cc(C2C(C#N)=C(N)Oc3cc(N)ccc32)cc(OC)c1OC (stereo not drawn),-1,-2
COc1ccc(CCNC(=O)CSCc2n[nH]c(=O)[nH]2)cc1OC,-1,-7
O=C(C1CCC(CNc2c(N3CCCCC3)c(=O)c2=O)CC1)N1CCN(c2ccccn2)CC1 (stereo not drawn),0,6
COc1ccc(OC)c(CCNC(=O)CC2Oc3ccc(C)cc3NC2=O)c1 (stereo not drawn),0,-9
CCC(C)NCC(O)COCc1ccc(Cl)cc1 (stereo not drawn),2,9
N=c1n(CCO)c2ccccc2n1CCOc1ccc(Cl)cc1Cl,-2,1
O=c1n(-c2ccccc2)c(=O)n2n1CCC2,-2,-4
O=C(O)CCC(=O)c1ccc2c(c1)OCCO2,0,17
COCCCNC(=O)c1ccc(N2CCCC2)c(NS(=O)(=O)c2ccc(C)cc2)c1,2,9
COc1cccc(-n2ccnc2SCC(=O)Nc2nccs2)c1,7,26
CCOC(=O)C1CCCN(C(=O)CCCn2nc(C)n3c(cc4sccc43)c2=O)C1 (stereo not drawn),-7,-40
CCOC(=O)CSc1nnc(Cn2c(=O)sc3ccccc32)n1-c1ccccc1C,-3,3
Cc1ccc(Cn2nnc3c(=O)n(CC(=O)NCc4ccc5c(c4)OCO5)cnc32)cc1,-2,4
CCOC(=O)c1c(NC(=O)Cn2c(=O)oc3ccccc32)oc(C)c1C(C)=O,-1,0
CC(C)Oc1ccc(-c2nn(-c3ccccc3)cc2/C=c2\sc3ncnn3c2=O)cc1,5,8
Cn1c(=O)c2c(nc(N3CCN(c4ccccc4)CC3)n2CCCc2ccccc2)n(C)c1=O,2,9
CCOC(=O)CSc1nnc(CNC(=O)c2cc(OCC)c(OCC)c(OCC)c2)n1C,-2,-4
O=C(CCC(=O)OCCCC(F)(F)C(F)(F)F)NC1CCCCC1,-5,-8
CCN(c1ccccc1)S(=O)(=O)c1ccc2[nH]cc(C(=O)N3CCOCC3)c(=O)c2c1,-1,-11
O=C(O)CCS(=O)(=O)Cc1cccc(Cl)c1,0,6
COc1cccc(CNC(=O)C2CCN(S(=O)(=O)c3cnc[nH]3)CC2)c1,-3,-20
O=C(Nc1cccc(Cl)c1)N1CCN(c2ncccn2)CC1,0,0
CC(C)Oc1ccc(C2CNC(=O)C2)cc1 (stereo not drawn),-3,2
COc1cccc(C(=O)CSc2nnc(-c3cc(OC)c(OC)c(OC)c3)o2)c1,-1,1
CCOC(=O)c1ccc(NC(=O)CSc2nnc(COc3ccccc3)n2C)cc1,0,0
COc1ccc(N2CCN(C(CNC(=O)C(=O)NCC3CCCO3)c3ccco3)CC2)cc1 (stereo not drawn),0,-19
COc1ccc(Nc2nc(C)cc(C)c2C#N)cc1OC,0,0
